Screening data deposited in PubChem BioAssay by Broad Institute.
CFTR F508del cor: F508del CFTR correction, initial screen, CFBE line, single point | CFBE cells, YFP halide quenching; stimulated with forskolin plus potentiator P3; % fluorescence drop versus neutral controls | activity (quench increase), % at 7.58 µM | 350,000 compounds, 0.36% hits | AID 720511, 2013;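 active = mean added fluorescence quench of at least 8% versus neutral control, with both replicates also reaching 8%; inconclusive = only one of the mean or replicate conditions met; inactive = mean below 8% and not both replicates reaching 8%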;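 also: cells transiently co-express mutant CFTR-F508del with the halide-sensitive YFP; corrector assay measuring rescue of mutant channel to the surface after 24 h compound exposure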
ERAP1 HTS inh: human ERAP1 aminopeptidase inhibitors, primary screen, biochemical, single point, plate reader; recombinant ERAP1, Leu-AMC fluorescence, 60 min; inhibition, % at 10.7 µM; AID 652197, 2013; 340,000 compounds, 0.15% hits;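 active = mean replicate inhibition of at least 30%, or all replicates individually reaching that 30% level; inactive = mean below 30% and not every replicate reaching it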;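 also: 0% = neutral control wells and 100% = L-leucinethiol positive control wells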
Target sequence (Q9NZ08 whole entry, looked up): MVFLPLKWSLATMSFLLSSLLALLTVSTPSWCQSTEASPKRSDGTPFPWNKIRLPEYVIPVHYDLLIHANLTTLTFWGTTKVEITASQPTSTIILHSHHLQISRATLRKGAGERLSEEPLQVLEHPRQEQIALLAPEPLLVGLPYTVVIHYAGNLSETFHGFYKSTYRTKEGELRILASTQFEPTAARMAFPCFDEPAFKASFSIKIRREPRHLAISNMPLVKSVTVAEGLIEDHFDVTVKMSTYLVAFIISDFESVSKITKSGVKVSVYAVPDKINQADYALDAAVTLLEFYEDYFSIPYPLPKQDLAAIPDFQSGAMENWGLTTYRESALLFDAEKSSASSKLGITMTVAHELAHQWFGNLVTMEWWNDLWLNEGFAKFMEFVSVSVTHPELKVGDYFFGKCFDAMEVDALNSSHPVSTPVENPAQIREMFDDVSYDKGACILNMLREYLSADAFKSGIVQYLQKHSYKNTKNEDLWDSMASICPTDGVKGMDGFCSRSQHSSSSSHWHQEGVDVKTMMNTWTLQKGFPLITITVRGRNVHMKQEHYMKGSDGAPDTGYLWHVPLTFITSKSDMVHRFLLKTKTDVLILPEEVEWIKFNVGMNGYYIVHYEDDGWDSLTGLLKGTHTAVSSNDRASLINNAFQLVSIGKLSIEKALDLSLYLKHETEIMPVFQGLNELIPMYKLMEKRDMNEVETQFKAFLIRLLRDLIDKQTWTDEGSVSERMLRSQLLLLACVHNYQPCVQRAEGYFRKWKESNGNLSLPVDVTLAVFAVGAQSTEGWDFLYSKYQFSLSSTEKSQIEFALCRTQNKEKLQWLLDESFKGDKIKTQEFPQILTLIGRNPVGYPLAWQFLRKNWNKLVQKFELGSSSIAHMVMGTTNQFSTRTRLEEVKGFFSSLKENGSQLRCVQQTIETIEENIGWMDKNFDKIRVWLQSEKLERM
DENV2 CPE: inhibitors of DENV2 cytopathic effect, primary screen, cell-based, plate reader, single concentration. DENV2-infected cells, cytopathic effect rescue. CPE inhibition, % at 9.99 µM. 350,000 compounds, 1.7% hits. AID 651640, 2012; in the data active = CPE inhibition above about 20%, passing the limit was not always enough; inconclusive = no clear call, values can overlap the other calls; tested in BHK-21 cells;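 also: 0% = median of neutral control wells and 100% = median of positive control wells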
miR-122 sensor: miR-122 Renilla sensor signal increase in Huh7, primary screen, miR-122 inhibitor project, cell-based, single point, plate reader. Huh7 miR-122 Renilla luciferase sensor, 48 h; neutral wells = 0, positive control = 100. 340,000 compounds, 0.3% hits. activation (reporter increase), % at 12.5 µM;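 active = mean replicate activation score at least 90 and every replicate individually at or above 90; inconclusive = only one of the two criteria met; inactive = neither criterion met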;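 also: higher luciferase means less miR-122 activity so hits act as miR-122 inhibitors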
CASP6 VEID inh: human caspase-6 inhibitors, primary screen, biochemical, VEID-R110 fluorescence, single point, set 2 | P55212 | purified caspase-6, Z-VEID-R110 cleavage fluorescence | inhibition, % at 12.5 µM | 350,000 compounds, 0.53% hits;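 active = mean inhibition across replicates at least about 35%, with every replicate also reaching that limit, limit read from the data; inconclusive = only one of the two criteria met; inactive = neither criterion met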;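 also: 0% = median of neutral control wells and 100% = no fluorescence left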
ERp5 inh: inhibitors of ERp5-driven insulin aggregation, primary screen, biochemical, turbidity, absorbance 650 nm, single point; Protein disulfide-isomerase A6 (Homo sapiens), Q15084; 90 min; inhibition, % at 9.99 µM; 350,000 compounds, 0.05% hits;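 active = mean replicate inhibition above about 25%, with every replicate also reaching it, limit read from the data, passing the limit was not always enough; inconclusive = only one of those two criteria met; inactive = neither criterion met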
SIRT5 inh: SIRT5 desuccinylase inhibitors, primary screen, biochemical, fluorescence imaging, single point, set 5. AID 652115, 2013. inhibition, % at 15 µM. 330,000 compounds, 1.1% hits. Purified SirT5, succinyl-peptide AMC, trypsin-coupled fluorescence; in the data active = inhibition above about 15%; inconclusive = no clear call, values can overlap the other calls
Starred values were filed as active, the others as inactive; ? = inconclusive; / = no result given; & = joins results of further samples; [ ] = dose if it differs, or a comment.

entry | molecule | ERAP1 HTS inh | CFTR F508del cor | ERp5 inh | DENV2 CPE | miR-122 sensor | SIRT5 inh | CASP6 VEID inh
1 | CC12c3ccccc3C(c3ccccc31)C1C(=O)N(c3cccnc3)C(=O)C12 (configuration not stated) | 0.2 | -0.3 | 3.0 | -6.7 | -7.6 | -0.3 | -1.6
2 | Cc1ccc(-c2cnc(C(O)c3ccc(Cl)cc3C)[nH]2)cc1 (configuration not stated) | 0.6 | 0.5 | -11.2 | 2.4 | 6.5 | / | 4.2
3 | O=C(COC(=O)c1ccc(Cl)cc1)NC(=O)NC1CCCC1 | -0.1 | -0.9 | 0.9 | 2.6 | / | 0.5 | 0.4
4 | O=C(NC(=S)Nc1ccc(CN2CCOCC2)cc1)c1ccccc1[N+](=O)[O-] | -1.8 | -4.3 | 4.5 | -7.5 | / | -3.0 | 1.7
5 | Cc1ccccc1-c1cc(C(=O)NCc2ccco2)n(CC2CC(c3cccnc3)=NO2)n1 (configuration not stated) | -0.9 | -0.8 | 2.1 | / | 0.9 | / | 6.0
6 | CCS(=O)(=O)N1Cc2ccccc2CC1C(=O)Nc1ccc(OC)cc1OC (configuration not stated) | 4.8 | 1.6 | 2.1 | 0.1 | / | 0.7 | /
7 | CCNc1nc(NCC)nc(Oc2ccc(OCc3ccccc3)nn2)n1 | -2.7 | 1.9 | 5.2 | 9.6 | / | -2.3 | -0.8
8 | C[C@@H]1CCCCO[C@@H](CN(C)Cc2ccc(C(=O)O)cc2)[C@@H](C)CN([C@@H](C)CO)C(=O)c2cc(NC(=O)C3CCCCC3)ccc2O1 | -5.9 | -1.5 | 1.4 | 38.5* | -3.1[16.7 µM] | 0.1 | 0.6
9 | O=C(CSc1nc2nccnc2c(=O)n1Cc1cccs1)Nc1ccccc1F | 1.2 | -4.4 | -0.2 | -6.6 | / | 2.8 | -0.9
10 | O=C(O)/C=C/c1coc2ccccc2c1=O | -2.8 | 3.5 | 2.0 | -4.0 | -1.6 | -3.9 | 3.2
11 | CCN1[C@@H]2c3ccc(-c4ccccc4F)c(=O)n3C[C@H]1[C@H](CO)[C@H]2C(=O)NCc1ccccc1 | 0.9 | 3.3 | -5.2 | 6.4 | 6.1[16.7 µM] | -6.0 | 1.0
12 | COc1ccc(C)cc1NC(=O)CC(NC(C)=O)c1ccccc1 (configuration not stated) | 0.5 | -1.2 | 3.2 | 3.7 | -13.0 | -2.0 | 7.0
13 | CC1CCC(C(C)C)C(OC(=O)C[n+]2cc(-c3ccc(Cl)cc3)n3c2CCC3)C1 (configuration not stated) | / | 4.4 | -8.9 | -3.8 | / | 3.9 | 13.9
14 | CCNC(=O)[C@H]1[C@H](CO)[C@H]2Cn3c(cccc3=O)[C@@H]1N2Cc1cccc(Cl)c1 | 2.2 | 0.9 | -5.9 | -0.1 | / | 1.4 | -0.1
15 | CO[C@@H]1CN(C)C(=O)c2ccc(NC(=O)C3CC3)cc2OC[C@@H](C)N(CCC(F)(F)F)C[C@@H]1C | 2.9 | 0.4 | 0.2 | 2.3 | -2.3[16.7 µM] | -0.1 | 4.5
16 | C[C@@H]1CN([C@@H](C)CO)C(=O)c2cccc(NC(=O)C3CCCCC3)c2O[C@H]1CN(C)Cc1ccc(Oc2ccccc2)cc1 | -1.6 | 0.3 | -4.4 | -0.5 | 6.8[16.7 µM] | 13.9 | 2.5
17 | COc1ccc(/C=N/N2CCN(c3ccccc3OC)CC2)cc1Br | -0.7 | 5.1 | 2.1 | 7.5 | -0.6 | 0.4 | 1.3
18 | CC(C)OC(=O)N(C)C[C@@H]1OCc2cn(nn2)CCCC(=O)N([C@@H](C)CO)C[C@@H]1C | 4.2 | -1.4 | -0.2 | 10.7 | -4.2[16.7 µM] | 15.7* | 3.7
19 | CC(C)CNC(=O)[C@H]1N2C(=O)c3ccccc3C2SC1(C)C (some centres not stated) | -1.8 | 1.1 | -0.9 | -4.1 | 0.7 | -2.0 | -2.1
20 | Cc1cccc(C(=O)N[C@H](C(=O)NCCc2ccc(Cl)cc2)C(C)C)c1 | -3.2 | 0.6 | 3.2 | 4.7 | / | -2.3 | -0.6
21 | COCCNC(=O)[C@@H]1[C@@H](CO)[C@@H]2Cn3c(ccc(C4=CCCCC4)c3=O)[C@H]1N2C(=O)C1CC1 | 0.6 | -0.6 | 10.5 | -0.4 | 0.1[16.7 µM] | -22.3 | 1.0
22 | CC(=O)N(C)C[C@@H]1Oc2ncc(C#Cc3ccccc3)cc2C(=O)N([C@@H](C)CO)C[C@@H]1C | -0.1 | -2.3 | -1.6 | -2.9 | 0.1[16.7 µM] | -1.1 | -1.3
23 | O=C1[C@@H](c2ccccc2)[C@@H](c2ccccc2)N1c1ccccc1 | 10.0 | 1.4 | 3.5 | 12.7 | / | / | -1.3
24 | CC1CCCC(NC(=S)Nc2cccc(S(=O)(=O)N(C)C)c2)C1C (configuration not stated) | -11.9 | 0.0 | -2.0 | 1.1 | 54.7 | -0.5 | 1.8
25 | Cc1ccccc1OCC(=O)OCC(=O)NCCNC(=O)COC(=O)COc1ccccc1C | -1.1 | -0.3 | -20.7 | 44.2* | -4.8 | 0.3 | -6.4
26 | CCCc1nnc(NC(=O)CCC(=O)N2CCC(C)CC2)s1 | -2.8 | 3.8 | 5.4 | 4.8 | -5.9 | 0.6 | -0.3
27 | CNC(=S)N1N=C(c2ccc(OC)cc2)CC1c1ccc(Cl)cc1Cl (configuration not stated) | 2.6 | 0.5 | 5.8 | 0.2 | 6.1 | -0.3 | -0.2
28 | Cc1ccc2c(c1)N(CC(=O)N1CCCC1)C(=O)C(C)O2 (configuration not stated) | -2.1 | 2.1 | -3.5 | 0.1 | 0.7 | -7.1 | -0.6
29 | CCCN1CCN(C(=O)CCc2nnc3ccc(N4CCN(c5cccc(OC)c5)CC4)nn23)CC1 | -2.0 | 0.0 | 1.5 | -0.3 | -3.0 | / | -18.2
30 | O=C(N/C(=C/c1ccc(Br)cc1)C(=O)N1CCOCC1)c1ccco1 | -4.7 | 3.4 | 5.0 | -6.9 | 3.0 | -2.4 | 4.5
31 | CCCCn1c(N)c(N(CC(C)C)C(=O)c2cnc(C)cn2)c(=O)[nH]c1=O | 5.1 | -2.5 | 4.1 | 2.8 | -4.8 | -2.6 | 1.2
32 | CC(=O)Oc1cccc(C2=CC(=O)CC(C)(C)C2=O)c1 | 6.8 | 1.9 | -4.0 | 21.6* | -4.4 | -0.9 | 0.6
33 | Cc1cc(C)n2nc(C(=O)Nc3ccn(Cc4ccccc4C)n3)cc2n1 | 14.2 | -1.5 | 0.7 | -2.9 | -5.8 | -2.5 | 2.6
34 | O=C1NC(=Nc2ccccc2Cl)S/C1=C\c1cccc([N+](=O)[O-])c1 | 5.0 | 3.2 | -1.3 | 12.1 | -4.2 | 1.0 | 11.3
35 | CC(C)(C)C1CCc2c(sc(NC(=O)c3ccncc3)c2C(N)=O)C1 (configuration not stated) | -2.7 | -1.9 | -9.5 | -6.1 | 2.4 | / | 0.5
36 | CCCn1c(SCC(=O)N(C)CC(=O)Nc2ccc(C)cc2)n[nH]c1=O | 1.7 | 3.4 | 3.3 | 19.7 | / | -3.2 | 1.1
37 | COc1cccc(C(=O)N2N=C(c3ccccn3)CC2(O)C(F)(F)F)c1 (configuration not stated) | 1.1 | / | -0.9 | -4.5 | / | -1.0 | -2.1
38 | C/C=C/c1ccc([C@@H]2[C@@H](CO)N3CCCCN(C(=O)Nc4ccc(OC)cc4)C[C@@H]23)cc1 | 0.0 | -1.5 | 16.3 | -6.9 | 15.8[16.7 µM] | 1.3 | -0.3
39 | CCC(=O)N1[C@@H](CO)[C@@H]2c3ccccc3N(C(=O)NC(C)C)C[C@@H]21 | -0.6 | 2.2 | 3.1 | ? | 25.0[16.7 µM] | 5.4 | -2.3
40 | CCOC(=O)N(C)C[C@@H]1OCc2cn(nn2)CCCC(=O)N([C@@H](C)CO)C[C@H]1C | 4.1&1.4 | -2.5&-0.5&0.4 | -0.9&-1.8 | 5.2&18.2&3.2 | -1.2 | 0.8&-0.5&-3.2 | 2.4&0.9
41 | O=C(C[C@@H]1C[C@@H]2c3cc(NC(=O)c4cccnc4)ccc3O[C@@H]2[C@@H](CO)O1)NCc1cccc(F)c1 | 0.0 | -1.0 | -6.4 | -0.3 | -1.7[16.7 µM] | -2.2 | 0.6
42 | CCN1CCN(CCNC(=O)c2ccc(/C=C3\Sc4ccccc4N(Cc4ccccc4F)C3=O)cc2)CC1 | / | 1.9 | 3.4 | -7.2 | / | -3.7 | -145.2
43 | Cc1ccc(S(=O)(=O)Nc2cc(C)cc(CCNC=O)c2C)cc1 | -2.9 | 9.6* | 1.6 | 1.6 | / | -3.2 | 1.0
44 | C[C@H]1CN([C@@H](C)CO)C(=O)c2ccccc2-c2ccccc2CO[C@H]1CN(C)Cc1cccc(C(F)(F)F)c1 | -0.4 | -3.4 | 3.6 | -11.9 | / | 2.2 | 2.0
45 | O=C(Nc1nc(-c2ccc3c(c2)Cc2ccccc2-3)cs1)c1ccccc1 | 3.3 | / | 5.1 | 2.8 | / | -2.4 | -2.6
46 | OCCC1CN(Cc2cccc(F)c2F)CCN1CCc1ccccc1 (configuration not stated) | 1.2 | 0.7 | -0.7 | 13.3 | -5.9 | 1.5 | 0.2
47 | CCC(C)[C@H]1CNC(=S)N1CCc1cc(C(F)(F)F)cc(C(F)(F)F)c1 (some centres not stated) | -1.2 | 0.8 | 0.4 | 81.1* | 12.9 | / | -0.1
48 | Cc1c(C(=O)O)nn(-c2ccccc2)c(=O)c1C#N | 1.6 | -1.7 | 2.3 | -4.6 | -3.2 | -2.6 | -0.7
49 | COc1ccccc1NC(=O)Cn1c(CCC(=O)O)ccc1-c1ccc(C)cc1 | 10.7 | 3.4 | 9.9 | -10.4 | 2.1 | 0.2 | 6.0
50 | Cn1ccnc1SC(C(=O)O)c1ccccc1 (configuration not stated) | 1.6 | 0.6 | -0.8 | 3.2 | -3.3 | 102.2* | -0.8
51 | CNC[C@@H]1Oc2ccc(NC(=O)Nc3ccc(F)cc3)cc2CC(=O)N([C@H](C)CO)C[C@H]1C | 1.4 | -2.7 | -9.8 | -2.7 | 1.2[16.7 µM] | -5.9 | -0.1
52 | COC(=O)C1=NNC2(C)C(=O)N(c3ccc(C)cc3)C(=O)C12 (configuration not stated) | 1.4 | 2.0 | 0.6 | -3.2 | / | 1.5 | -1.4
53 | COc1cccc(C#Cc2ccc([C@@H]3[C@H](CO)N4C(=O)CN(C(C)=O)C[C@@H]34)cc2)c1 | 1.3 | -2.2 | -1.2 | -2.3 | / | 11.8 | 0.5
54 | CCCN1C[C@@H](C)[C@@H](OC)CN(C)C(=O)c2cc(NC(=O)c3cccc(F)c3)ccc2OC[C@@H]1C | 3.8 | 1.8 | 6.5 | 27.4* | 0.5[16.7 µM] | 4.4 | 2.7
55 | COc1cccc(C(=O)NCCN2C(=O)S/C(=C/c3cccs3)C2=O)c1OC | 5.0 | -3.8 | 2.5 | -9.5 | / | -0.3 | -0.9
56 | Cn1c(=O)c2c(=O)cc(NNC(=O)CC#N)[nH]c2n(C)c1=O | -6.9 | 2.3 | 0.9 | -8.2 | 12.3 | -11.5 | /
57 | Cc1ccc(-n2ncc(C(=O)NC3CC3)c2C2CCN(C(=O)OC(C)(C)C)CC2)cc1 | 0.0 | 0.4 | -3.6 | -5.9 | -1.0 | 14.3 | 0.3
58 | Cc1ccc(C)c(S(=O)(=O)N(C)c2ccc(OC(=O)C3CCN(C(=O)Nc4ccccc4)CC3)cc2)c1 | 2.2 | 3.4 | 3.3 | -0.6 | 3.1 | -3.5 | 0.5
